HP1b binding inh – inhibitors of HP1-beta chromodomain binding to methylated histone tails. AID 540317. hit rate 0.56% among 390,000. AlphaScreen HP1-beta / biotin-H3K9me3 peptide binding. Potency, µM (doses to about 114 µM), for the others: at the highest dose activity change, negative = inhibition, hits mostly inhibitors; note: potency is the fitted concentration of half-maximal effect; nearly all actives have a fitted effect of over 70% in size; inactives centre near 23
Target sequence (P83916 whole entry, looked up): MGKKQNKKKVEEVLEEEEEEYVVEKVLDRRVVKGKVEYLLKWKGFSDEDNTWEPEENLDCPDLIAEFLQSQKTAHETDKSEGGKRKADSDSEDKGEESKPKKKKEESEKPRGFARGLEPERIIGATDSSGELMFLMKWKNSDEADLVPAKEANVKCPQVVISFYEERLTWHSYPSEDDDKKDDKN
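AlphaScreen: HP1-beta (50 nM) preformed 30 min with biotin-H3(1-18)K9me3 peptide (50 nM) in PBS pH 7.4, 0.01% Tween-20. Compound added for 30 min at RT, then streptavidin donor/nickel chelate acceptor beads (10 ug/mL) for 30 min.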
PI4K2A block – blocks human PI4K2A kinase activity. Q9BTU6. purified PI4K2A, ADP-Glo luminescence, 1 h; active compounds read low. activity change, negative = inhibition, % at 76.9 µM. hit rate 0.13% among 420,000; in the data active = activity change below about -50%; inconclusive = mostly about -30% to -49%;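 note: -100% = wells without enzyme as full effect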
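PI4K2A activity was measured by ADP-Glo luminescence: enzyme (4 ug/mL stock) and phosphatidylinositol (1.2 mM stock) in Tris pH 7.5/MgCl2/EGTA/Triton X-100 buffer were reacted with ATP (300 microM stock) for one hour at ambient temperature.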
RGS4 inhibitor – human RGS4 inhibition | P49798 | Transcreener GDP fluorescence polarization, RGS4-accelerated GTP hydrolysis | Potency, µM (titrated, usually from 114 µM), for inactives: at the highest dose activity change, negative = inhibition, hits mostly inhibitors | hit rate 0.039% among 390,000 | AID 504845; note: potency is the fitted concentration of half-maximal effect; % is set by controls: 0 for no effect and ±100 for the full control effect; nearly all actives have a fitted effect of over 75% in size; some results filed as inactive show a strong effect at the top dose
Target sequence (P49798 whole entry, looked up): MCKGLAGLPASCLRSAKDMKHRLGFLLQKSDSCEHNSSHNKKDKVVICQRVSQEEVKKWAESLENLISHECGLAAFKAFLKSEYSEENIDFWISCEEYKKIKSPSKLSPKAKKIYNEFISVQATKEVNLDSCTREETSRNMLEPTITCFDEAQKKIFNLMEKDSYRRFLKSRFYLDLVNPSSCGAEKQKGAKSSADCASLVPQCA
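MLSMR compounds (23 nl, pin-transferred) preincubated 10 min at room temperature with a 500nM (2x) first reagent, then RGS4 at 900nM (2x) plus Transcreener GDP mix added; fluorescence polarization (620/688 nm) read before and after 90 min at 30 °C.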
G9a inh – inhibitors of human histone lysine methyltransferase G9a. G9a H3K9 monomethylation, AlphaScreen, 2 h. Potency, µM (titrated, usually from 102 µM), inactives show top-dose activity, negative = inhibition, usual class: inhibitors. hit rate 8.8% among 350,000; note: potency is the fitted concentration of half-maximal effect; % is set by controls: 0 for no effect and ±100 for the full control effect; nearly all actives have a fitted effect of over 75% in size
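Signal arises when biotinylated H3K9 peptide, once monomethylated, bridges streptavidin donor and antibody-captured acceptor beads. Enzyme at 20 nM was preincubated 15 min with test compounds; peptide 500 nM and SAM 20 uM then reacted for 2 h.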
GLS inh – inhibitors of human glutaminase (GLS); O94925; GLS enzymatic activity, qHTS titration; Potency, µM (series often up to 45.5 µM), without a hit: at the top dose activity change, negative = inhibition, actives largely listed as inhibitors; hit rate 0.21% among 410,000; AID 624170; note: potency is the fitted concentration of half-maximal effect; % is set by controls: 0 for no effect and ±100 for the full control effect
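Human kidney-isoform GLS in 45 mM KH2PO4 pH 8.2, 0.02% Tween-20, with compound, started with 1mM L-Glutamine (added stock). Glutamate oxidase/HRP/Amplex red coupled fluorescence read at start and after 30 min at RT.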
BAZ2B block – inhibitors of human BAZ2B bromodomain; Potency, µM (highest dose often 114 µM), inactives show at the top dose activity change, negative = inhibition, usual class: inhibitors; AlphaScreen BAZ2B-H3K14Ac peptide displacement; Q9UIF8; AID 504333; hit rate 4.4% among 360,000; note: potency is the fitted concentration of half-maximal effect; % is set by controls: 0 for no effect and ±100 for the full control effect; nearly all actives have a fitted effect of over 60% in size
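Inhibition is scored as reduced AlphaScreen emission. The BAZ2B/b-H3(5-23)K14Ac complex (50 nM each) in PBS pH 7.4, 0.01% Tween-20 meets compound (up to 110 uM) for 30 min at RT before bead addition.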
JMJD2A Tudor inh – JMJD2A Tudor domain (human) inhibition | AlphaScreen JMJD2A-Tudor / H3K4me3 peptide binding | Potency, µM (highest dose often 114 µM), without a hit: at the highest dose activity change, negative = inhibition, actives largely listed as inhibitors | hit rate 4.4% among 390,000 | O75164 | AID 504339; note: potency is the fitted concentration of half-maximal effect; % is set by controls: 0 for no effect and ±100 for the full control effect; nearly all actives have a fitted effect of over 50% in size
12-LOX inh – ALOX12 (human) lipoxygenase inhibition. purified 12hLO, xylenol orange hydroperoxide absorbance. Potency, µM (highest dose often 108 µM), without a hit: at the highest dose activity change, negative = inhibition, most hits filed as inhibitors. hit rate 1.1% among 580,000. AID 1671190; note: potency is the fitted concentration of half-maximal effect; % is set by controls: 0 for no effect and ±100 for the full control effect
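Purified human 12hLO (150 nM final) in 25 mM Hepes, 0.01% Triton X-100, pH 7.0 was preincubated 15 min at room temperature with compound. Then 40 uM arachidonic acid was added, 30 min. Hydroperoxide was read by Fe-XO absorbance ratio 573/405 nm.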
ERG-DNA inh – blocks human ERG Ets domain binding to DNA; fluorescence polarization, His-ERG Ets domain / labelled DNA; Potency, µM (top dose mostly 76.9 µM), for the others: at the highest dose FP activity, negative = inhibition, hits mostly inhibitors; hit rate 0.028% among 370,000; AID 624246; active = well fitted inhibition curve with a large enough effect in the polarisation, with a control signal flat; inconclusive = small, poorly fitted or top-dose-only effect, or effect the other way, or a change in a side signal; inactive = no such curve, though single readings can be large or run the other way; the % refers to the polarisation;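 note: polarization taken with two DNA probes labelled with fluorescein and Texas red; potency is the fitted concentration of half-maximal effect; % of control where 0% means no effect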
Target sequence (P11308 whole entry, looked up, the tested form may be a part): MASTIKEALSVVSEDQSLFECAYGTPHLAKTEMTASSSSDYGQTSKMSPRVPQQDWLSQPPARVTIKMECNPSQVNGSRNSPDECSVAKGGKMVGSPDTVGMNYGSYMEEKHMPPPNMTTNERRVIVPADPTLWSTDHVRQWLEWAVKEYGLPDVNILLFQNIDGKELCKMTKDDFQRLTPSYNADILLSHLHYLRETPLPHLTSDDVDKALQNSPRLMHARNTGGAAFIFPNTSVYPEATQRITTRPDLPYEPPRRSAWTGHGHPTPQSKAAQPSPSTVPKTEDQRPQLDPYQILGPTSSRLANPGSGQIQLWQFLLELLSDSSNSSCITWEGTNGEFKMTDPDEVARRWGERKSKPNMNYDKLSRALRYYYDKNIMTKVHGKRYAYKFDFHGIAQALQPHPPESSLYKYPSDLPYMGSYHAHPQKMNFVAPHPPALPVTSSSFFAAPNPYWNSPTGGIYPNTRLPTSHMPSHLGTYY
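His-tagged ERG Ets domain (1 uM in the protein solution; 300mM KCl, 50mM Tris-HCl, 1mM EDTA, 1mM DTT, pH 7.5) received compound, then a probe mix of 5 nM fluorescein-DNA and 100nM Texas-615-DNA. Fluorescence polarization was read for both dyes.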
* hit, by the source's call; ? = inconclusive; · = not tested or not shown; & = joins results of further samples; [ ] = dose if it differs, or a comment. Unless noted, calls come from the whole dose curve; as a rule, active = well fitted curve in the direction sought with a large enough effect; inconclusive = small, poorly fitted or top-dose-only effect, or another doubt; inactive = no such curve, though single readings can be large; an effect the other way counts as inactive or inconclusive.

Values run as follows: HP1b binding inh, PI4K2A block, RGS4 inhibitor, G9a inh, GLS inh, BAZ2B block, JMJD2A Tudor inh, 12-LOX inh, ERG-DNA inh
c1csc(-c2nn[nH]n2)c1
  25%, 4, -1%, 1%[12.7 µM], 8%, ?, -11%, ?, 10%
CCOC(=O)c1ccc(/[N+]([O-])=C/c2ccccc2)cc1
  ?, 0, ?, -15%[0.501 µM], ?, ?, 32µM*, ?, -11%
Cc1cccc(C)c1NC(=O)CN(C)C(=O)CN1C(=O)NC2(CCCC2)C1=O
  23%, -2, 22%, 12%, -1%, -2%, -8%, -12%, 1%
O=C(NCc1ccccc1)c1cccc(NC(=O)c2ccccc2)c1
  23%, -1, 23%, ·, 1%, ·, -14%, -37%, -4%
COc1ccc(CCNCC(O)c2ccccc2)cc1 (stereo not drawn)
  -4%, -3, -49%, 14µM*, -3%, 56µM*, 5µM*, ?, 1%
O=C(COc1ccc(F)cc1Cl)Nc1ccc(S(=O)(=O)Nc2nccs2)cc1
  5%, -3, -2%, 32µM*, 15%, -2%, -24%, 4%, -8%
O=C(c1ccc(CS(=O)c2cccc(Cl)c2)o1)N1CCN(C2CCCCC2)CC1 (stereo not drawn)
  54%[activator], 0, -29%[56.9 µM], ?, -6%, -15%, -19%, -8%, -17%
CC(OC(=O)CCCc1c[nH]c2ccccc12)C(=O)Nc1ccc(S(N)(=O)=O)cc1 (stereo not drawn)
  1%, -6, -7%, 15%[0.501 µM], -4%, -32%, ?, -19%, 9%
CCCCC1CCC(C(=O)N2CC(=O)Nc3ccc(F)cc3C2c2ccc(F)cc2)CC1 (stereo not drawn)
  18%, -3, -9%, -2%[59 µM], 0%, 1%, -12%, -13%, 0%
O=C(NC(=S)Nc1cccc(Cl)c1N1CCCCC1)c1ccc2c(c1)OCCO2
  ?, -5, -10%, 7%[59 µM], 7%, ?, ?, 16µM*, 1%
O=C(Cc1cccs1)Nc1ccc(-c2nnc(-c3ccco3)o2)cc1
  42%[activator], -4, 1%[11.4 µM], 11%, -5%, -3%, -1%, -3%, -2%
O=C(Cn1c(C(=O)OCCO)cc2ccccc21)c1ccccc1
  34%, -2, -24%, -8%[0.501 µM], -16%, 6%, -6%, -14%, 5%
CC1=NN(c2ccc(C(F)(F)F)cn2)C(=O)C1
  40%[activator], -7, 21%, -7%, 0%, 8.9µM*, 79µM*, 0%, -2%
O=C1CC(N2CCN(c3cccc(C(F)(F)F)c3)CC2)C(=O)N1c1ccccc1 (stereo not drawn)
  50%[activator], 1, -19%, 1%[12.7 µM], -3%, 7%, -13%, 0%, -5%
Cc1cc(NC(=O)C(C)(C)C)cc(-c2nc3ncccc3o2)c1O
  32%, 0, -3%, -24%[59 µM], 5%, -21%, -3%, -6%, -2%
CCCOc1ccc(C2CC(=O)Nc3cc(OC)c(OC)cc32)cc1 (stereo not drawn)
  0%, 4, 15%, ·, -10%, -10%, ?, 6%, 13%
O=S(=O)(NCCc1cn2ccccc2n1)c1cccs1
  26%, -6, -3%, -29%, 0%, -6%, -13%, 2%, 4%
CC(C)NC(=O)Nc1ccc2c(c1)C(=O)N([C@H](C)CO)C[C@H](C)[C@@H](CN(C)S(=O)(=O)c1cn(C)cn1)O2
  52%[activator], -2, -2%, ·, -3%, ·, -4%, ?, 3%
O=C(NC1CCCC1)c1cccc2c1C(=O)c1ccc(N3CCCCC3)cc1S2(=O)=O
  49%[activator], 0, 23%, 13%[2.33 µM], 1%, 6%, -1%, 1%, 3%
CCOC(=O)c1cc(CC)sc1NC(=O)C1CC1
  92%, 1, -11%, -4%[12.7 µM], 0%, 38%, 49%[activator], ?, -4%
Cc1ccc(NC(=O)CCC(=O)N/N=C/c2cccs2)cc1C
  29%, 5, 9%, 0%, -3%, 1%, -26%, -19%, -3%
CC(C)c1nc2ccccn2c1NC1CCCCC1
  5%, 1, 41%, ?, 12%, -37%, -23%, ?, -9%
CCCCOc1ccc(C(=O)OC2CC(C)N(C)CC2C)cc1 (stereo not drawn)
  10%, -2, 10%, 21%[59 µM], 11%, -5%, -5%, -10%, 1%
COc1cc(OC)c(NC(=O)N2CC=C(c3c[nH]c4ccccc34)CC2)cc1Cl
  4%, 1, 19%, ?, -14%, ?, ?, -27%, 4%
Cc1ccc(C(=O)Nn2cnnc2)cc1Cl
  -5%, 2, 2%, 1%[59 µM], 3%, -5%, 4%, -3%, -9%
CCOc1c(Cl)cc(C(=O)Nc2cccc(C(=O)O)c2)cc1Cl
  38%, -4, -6%, -4%, 2%, -14%, -7%, 3%, -6%
Cc1cccc(C)c1NC(=O)c1c(-c2ccccc2)noc1C
  34%, -3, -2%, 2%[59 µM], -1%, 8%, -1%, -6%, ·
Cc1ccc(NC(=O)c2cc(-c3ccc4c(c3)OCO4)on2)cc1
  -7%&27%, -2&2, 20%&7%, -8%, 3%&-5%, 5%&2%, -7%&-3%, 2%&-10%, 2%&13%
O=C(Nc1ccc2c(c1)OCCO2)C(c1ccc(F)cc1)N1CCCCC1 (stereo not drawn)
  2%, 8, 18%, 18%, 16%, -1%, -17%, 11%, 6%
O=C(CNc1ccc(Br)cc1)Nc1cccc(S(=O)(=O)N2CCCC2)c1
  13%, -3, -12%, 4%[2.33 µM], 9%, -25%, -22%, -26%, ·

Reprinted at random: 2 records from the list.
Values run as follows: HP1b binding inh, PI4K2A block, RGS4 inhibitor, G9a inh, GLS inh, BAZ2B block, JMJD2A Tudor inh, 12-LOX inh, ERG-DNA inh
CCOC(=O)c1cc(CC)sc1NC(=O)C1CC1
  92%, 1, -11%, -4%[12.7 µM], 0%, 38%, 49%[activator], ?, -4%
CCOC(=O)c1ccc(/[N+]([O-])=C/c2ccccc2)cc1
  ?, 0, ?, -15%[0.501 µM], ?, ?, 32µM*, ?, -11%

(next part)
Values run as follows: HP1b binding inh, PI4K2A block, RGS4 inhibitor, G9a inh, GLS inh, BAZ2B block, JMJD2A Tudor inh, 12-LOX inh, ERG-DNA inh
Cc1ccc(C(=O)Nc2nc(=O)[nH]s2)cc1
  18%&26%, -3&1, 24%&-15%, -48%, 7%&-8%, -38%&-4%, -11%&-6%, 0%&2%, -16%&2%
O=C(CN1CCN(Cc2ccccc2F)C1=O)NC1CCCC1
  17%, 3, 16%, -38%[59 µM], -1%, -13%, -14%, 8%, -2%
COc1ccc(S(=O)(=O)NCc2cccnc2)cc1
  35%, -2, 20%, ·, 16%, 0%, -6%, 49%[activator], -5%
Cc1ccc(OCC(O)CN2CCN(c3ccccn3)CC2)c(C)c1 (stereo not drawn)
  21%, -12, -1%, 50µM*, -6%, -26%, -9%, ?, 33%[activator]
CCCn1c(=O)c2ccccc2n2c(SCC(=O)Nc3cc(C)on3)nnc12
  22%, 8, 16%, -4%[12.7 µM], 7%, -6%, -15%, 6%, 0%
O=C(NCc1cccc(Br)c1)c1cc(-c2ccccc2)nn1CC1CC(c2cccc([N+](=O)[O-])c2)=NO1 (stereo not drawn)
  23%, -2, -2%, ·, 6%, ·, -25%, -3%, -1%
Cc1nc(SCC(=O)Nc2c(C)n(C)n(-c3ccccc3)c2=O)c2cnn(-c3ccccc3)c2n1
  23%, 3, 7%, ·, -1%, ·, -14%, 12%, 3%
Cc1cccc(NC(=O)c2cc[n+]([O-])cc2)c1C
  -13%, 6, -13%, -8%, 6%, 0%, -14%, -1%, 8%
CC(C)[C@H](NC(=O)C1CCN(S(=O)(=O)c2ccc(F)cc2)CC1)C(=O)NCc1ccncc1
  55%[activator], 0, 1%, 41%, 0%, -1%, -17%, 4%, 0%
O=c1[nH]cnc2c1ncn2Cc1ccc([N+](=O)[O-])cc1
  22%, 3, 5%, 10%, 6%, 6%, -1%, -12%, 14%
CC(=O)c1ccc(NS(=O)(=O)c2ccc(N/C=C/C(=O)c3ccc(F)cc3)cc2)cc1
  2%, 10, -48%[56.9 µM], -31%[12.7 µM], 15%, -25%, ?, -12%, 16%
CC(=O)N1CCOc2ccc(S(=O)(=O)NCC3CCC(C(=O)Nc4ccc(C)cn4)CC3)cc21 (stereo not drawn)
  34%, -2, 21%[11.4 µM], ·, 2%, -36%, -15%, -15%, 0%
Cc1ccc(C)c(NC(=O)CSc2nnc(NC(=O)Nc3ccccc3)s2)c1
  0%, -1, -20%, 7%[59 µM], 0%, -12%, -15%, -19%, -12%
CCOC(=O)CC(NC(=O)c1cc2cc(Br)cc(OC)c2oc1=O)c1ccc(OC)cc1 (stereo not drawn)
  21%, 1, 17%, 5%[59 µM], 11%, -11%, -13%, -17%, -1%
CC1Cc2cc(S(=O)(=O)CCC(=O)Nc3cccc(F)c3)ccc2N1C(=O)C1CC1 (stereo not drawn)
  -4%, -4, 4%, -10%[59 µM], -1%, -12%, -18%, -19%, 1%
Cc1noc(C)c1S(=O)(=O)N(CC(=O)N1CCn2c1nc1ccccc12)c1ccc(C(C)C)cc1
  20%, 1, -8%, 8%, 0%, 1%, -26%, 18%, 3%
COc1cc(C)c(NC(=S)Nc2cccc(Cl)c2C)cc1OC
  39%[activator], -5, -12%, -12%[59 µM], 2%, -5%, -4%[57.1 µM], 11%, -2%

The list is partial. The share of hits here may be higher or lower than overall.
